H9c2 TAG inh: inhibitors of triacylglycerol accumulation, primary screen, cell-based, uHTS, fluorescence, H9c2; H9c2 cells, Nile Red lipid (TAG) fluorescence; cells loaded with 200 µM oleic acid; inhibition, % at 12.5 µM; hit rate 0.66% among 230,000; AID 651582, 2012;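 active = pattern-corrected inhibition of lipid staining of at least 50% with the nuclear-stain viability signal not falling by more than 50%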;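 note: 0% = DMSO wells and 100% = triacsin C control wells; some results filed as inactive read as strong as hits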
H9c2 TAG inh DAPI viability: further read-out of H9c2 TAG inh, marked with its call; DAPI nuclei signal change (viability), lower = more cytotoxic, %;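 whole-well DAPI fluorescence read on a plate reader as a viability signal; minus 50 percent equals half of cells still viable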
Numbers without * were called inactive. An excerpt; rates above refer to the full screens.

SMILES	H9c2 TAG inh	H9c2 TAG inh DAPI viability
CCc1ccc(OCC(=O)O/N=C(\N)c2ccccn2)cc1	-6.2	7.8
CC(NCC(O)COc1ccc(S(=O)(=O)N2CCOCC2)cc1)c1ccccc1 (stereo unspecified)	-17.3	-5.2
Cc1ccnc(NC(=O)c2cccc(S(=O)(=O)Nc3ccc(C)cc3C)c2)c1	-17.7	-3.8
O=C1C=C(c2ccc3cc[nH]c3c2)C[C@@H](c2ccc3c(c2)OCO3)C1	-6.7	1.2
CCOC(=O)c1cc(-c2ccccc2)sc1NC(=O)CCN1C(=O)c2ccccc2C1=O	-3.5	2.0
Cc1ccc(S(=O)(=O)N2C[C@H]3C(=O)C[C@@H](c4cccc(Cl)c4)N(S(=O)(=O)c4ccc(C)cc4)[C@H]3C[C@H]2c2ccc(Cl)cc2)cc1	14.2	-7.9
CCOC(=O)c1sc(CS(=O)(=O)c2ccc(Cl)cc2)nc1C	4.8	2.7
CC1CCN(C(=O)c2ncn3c2c(=O)[nH]c2ccccc23)CC1	4.1	-8.6
C[C@H]1CN([C@@H](C)CO)C(=O)c2cc(NC(=O)Cc3ccccc3)ccc2O[C@H]1CN(C)Cc1ccccc1	20.6	-8.1
COc1ccc(C(=O)NCC(=O)NCC(=O)OCC(=O)C(C)(C)C)cc1	-5.8	-1.9
CCOC(=O)c1nnn(CC(=O)N2N=C(c3cccc4ccccc34)CC2c2ccccc2)c1C(=O)OCC (stereo unspecified)	35.9	-4.4
CC(C)=CC1C(C(=O)NCCc2ccccc2)C1(C)C (stereo unspecified)	-11.1	-1.9
Cc1nc(-c2nc(C(=O)NNS(C)(=O)=O)cs2)cs1	13.7	-1.2
Cc1ccc(-c2nc(NC(=O)CSc3ncn[nH]3)ns2)cc1	12.6	7.1
COC(=O)C[C@H]1c2cc(F)ccc2S(=O)(=O)N1C(C)C	11.5	9.2
O=C(Cn1cnc2c(NCc3ccccc3)ncnc21)NCc1nc2ccccc2[nH]1	0.3	-2.8
COc1cc(-c2ccc3oc(-c4ccsc4)cc3c2)cc(OC)c1OC	5.4	7.1
COc1cccc(C2=NOC(C(=O)Nc3cccnc3Cl)C2)c1OC (stereo unspecified)	0.5	3.4
COc1ccc(NC(=O)Nc2ccc3c(c2)C(=O)N([C@H](C)CO)C[C@H](C)[C@@H](CN(C)C(=O)Nc2c(C)noc2C)O3)cc1	2.4	6.1
O=C(c1ccc(-n2cncn2)c([N+](=O)[O-])c1)N1CCN(S(=O)(=O)c2cccc(F)c2)CC1	-13.5	-3.7
O=C(NCc1cccs1)C(=O)NCC(c1ccco1)N1CCN(c2ccccc2F)CC1 (stereo unspecified)	-1.2	-0.5
COC(=O)c1cc(NC(=O)c2nccnc2C(=O)O)cc(C(=O)OC)c1	12.5	11.2
CC1(C)CC(=O)C(C2c3ccccc3S(=O)(=O)c3ccccc32)C(=O)C1	5.3	1.3
COc1ccc(C(=O)NCCc2cn3ccc(C)cc3n2)cc1	-7.6	2.2
CC(C)(C)N(Cc1ccccc1)C(=O)COC(=O)C1CCCCC1	-10.5	4.7
CCOc1ccc2nc(SCC(=O)NCC3CCCO3)sc2c1 (stereo unspecified)	1.9	-7.0
COc1ccc(S(=O)(=O)Cc2ccc(C(=O)N3CCC(C(N)=O)CC3)o2)cc1	0.4	5.5
OC(c1cccc(Cl)c1)c1nc(-c2ccc(F)c(Cl)c2)cs1 (stereo unspecified)	-7.6	-11.1
Cc1c(C(=O)N2CCCCC2)oc2ccc(S(=O)(=O)N3CC(C)CC(C)C3)cc12 (stereo unspecified)	-27.1	0.0
Cc1ccccc1NC(=O)C12CC3CCC1(C)C3(C)CO2 (stereo unspecified)	0.3	-3.3
C(=C\c1nc2ccccc2[nH]1)/c1ccccc1	25.7	-13.3
CCn1nnnc1SCC(=O)N1CCN(c2ccccc2)CC1	-1.6	-0.5
CCCN(CC1CC1)C(=O)COC(=O)c1ccc(C)cc1O	1.5	-0.1
Cc1ccc2[nH]c3c(c2c1)CN(C(=O)CN1CCN(Cc2ccc4c(c2)OCO4)CC1)CC3	-10.0	18.6
COc1nc(-c2ccc(Cl)cc2)ccc1-c1noc(-c2ccco2)n1	-5.3	14.1
CC1CCCN(S(=O)(=O)c2ccc(C(=O)Nc3nnc(-c4ccco4)o3)cc2)C1 (stereo unspecified)	15.0	-12.7
C[C@@H]1CN([C@H](C)CO)C(=O)c2cc(NC(=O)Cc3cn(C)c4ccccc34)ccc2O[C@H]1CN(C)S(=O)(=O)c1ccc(F)cc1	4.0	-4.4
CCN(CC(=O)Nc1ccc(NC(C)=O)cc1)C(=O)COc1ccc(C(=O)c2ccccc2)cc1	-4.7	-8.4
O=C(Nc1ccccc1)c1cnc2n(c1=O)CCS2	0.8	-1.9
N#Cc1ccc(Cl)cc1NC(=O)CSc1cccc[n+]1[O-]	-5.6	4.5
CCN(CC)S(=O)(=O)c1cc(NC(=O)CCn2[nH]c(=O)ccc2=O)ccc1C	-2.8	-0.3
COc1ncccc1-c1cnc2cccnn12	2.7	8.6
Nn1c(SCC(=O)Nc2nccs2)nncc1=O	-5.9	-2.6
CNc1nc(SC)nc(N(C#N)CC(=O)OC)n1	-2.0	-6.7
C=C(C(=O)c1ccccc1)C(C)C(=C)C(=O)c1ccccc1	54.7*	-43.7*
COc1ccc(Br)cc1CN(C)C(=O)C1=CC=CN2CCS(=O)(=O)N=C12	0.4	5.7
Cc1ccc2nc(-c3ccccc3)cc(C(=O)NCC3CCCO3)c2c1 (stereo unspecified)	-16.1	1.1
NC(=S)NC(=O)/C=C/c1ccccc1	6.4	-4.6
O=C(Nc1ccc(F)cc1)C1CC(=O)n2ncnc2N1 (stereo unspecified)	15.7	-17.4
Cn1cc(S(=O)(=O)CC(=O)N2CCCc3ccccc32)c2ccccc21	5.9	-5.4
CCN(CC)C1CC(=O)N(c2cccc(Cl)c2)C1=O (stereo unspecified)	6.2	-5.0
O=C(C(Cc1ccccc1)n1cccc1)N1CCN(Cc2ccccc2)CC1 (stereo unspecified)	-18.6	-1.0
CC1CCCN(S(=O)(=O)c2ccc3oc(=O)ccc3c2)C1 (stereo unspecified)	6.9	-5.1
CCCCNS(=O)(=O)c1ccc(NC(=O)Cc2ccc(OC)cc2)cc1	-29.6	5.3
COc1ccc(-c2nn(-c3ccccc3)cc2/C=N/NC(=O)c2ccc(Br)o2)cc1	25.3	-22.4
CC1(C)CCN(Cc2ccccc2)C1CC#N (stereo unspecified)	5.3	-0.5
CCOc1ccc(-n2c(SCC(=O)Nc3nccs3)nnc2-c2ccoc2C)cc1	-4.4	12.7
O=C(Cc1ccc(Br)cc1)N1CCOCC1	-1.8	-5.7
O=C(CN1CCOCC1)Nc1scc2c1c(=O)oc1ccccc12	10.9	7.1
COc1ccc(C(=O)N2CCC(=O)N(C(CO)Cc3ccccc3)CC2)cc1 (stereo unspecified)	-14.6	-5.3

Further structures
SMILES	H9c2 TAG inh	H9c2 TAG inh DAPI viability
COC(=O)CNC(=O)CN1C(=O)N(c2ccccc2)C(N(O)C(=O)Nc2ccccc2)C1(C)C (stereo unspecified)	-1.0	-1.5
CN(C)S(=O)(=O)c1ccc(C(=O)Nc2ccc(CN3CCCC3)cc2)cc1	15.7	-7.3
CCOc1ccccc1NC(=O)COC(=O)C1CC1	-4.8	3.3
CC(C)(C)[C@@H]1CCC(=O)N(CC[C@H](N=[N+]=[N-])c2ccccc2)CC1	0.3	3.0
COc1cc2cc(CCOC(=O)c3ccc(F)cc3)oc(=O)c2cc1OC	-29.3	1.6
OC[C@@H]1CN(CCNc2ccccc2)C[C@H](n2cnc3c(NCc4ccncc4)ncnc32)O1	10.5	-10.1
COc1ccc2c(c1)CCc1c(C(=O)NCc3ccc(Cl)cc3)noc1-2	-4.0	2.9
CCCSc1nc(C)c2cc(C)cc(C)c2n1	3.0	27.4
O=C(CSc1nc2ccccc2c(=O)n1CCCN1CCOCC1)Nc1ccc2c(c1)OCO2	16.6	0.5
CCC(=O)Nc1nnc(-c2ccco2)o1	4.6	3.3
NS(=O)(=O)c1ccc(NC(=O)COC(=O)/C(=C/c2cccs2)c2cccs2)cc1	11.4	9.8
Cc1cc(C)c(CN2CCC(n3nccc3NC(=O)c3ccccc3Cl)CC2)cc1C	6.9	4.7
CCOc1ccc(C2CC(c3ccccc3C)n3nc(N)nc3N2)cc1 (stereo unspecified)	5.8	0.3
COc1ccccc1N1CCN(C2=NS(=O)(=O)c3ccccc32)CC1	7.2	-5.3
O=C1C(=C2SCCCS2)CC/C1=C\c1ccc(F)cc1	0.1	-1.1
CCC(C)n1[nH]c(=O)c2c(C)cc(C)nc21 (stereo unspecified)	-10.4	2.7
CN1C(=O)C2(N=c3ccccc3=N2)c2ccccc21	5.9	5.8
Cc1cc(C(=O)CN2C(=O)NC3(CCCc4ccccc43)C2=O)c(C)n1Cc1ccccc1 (stereo unspecified)	9.5	-0.9
CC(=O)Nc1ccc(S(=O)(=O)N[C@@H](C)C(=O)N2CCN(c3ccccn3)CC2)cc1	-12.5	1.7
COc1ccc(C2CC(C(F)(F)F)n3nc(C(=O)Nc4ccc5c(c4)OCO5)cc3N2)cc1 (stereo unspecified)	13.6	-7.7
Cc1cccc(N(CC(=O)N2CCc3ccccc3C2)S(C)(=O)=O)c1C	3.3	-18.6
Cc1ccc(OCCNC(=O)CCNS(=O)(=O)c2ccc(Br)cc2)cc1	0.5	1.2
CNC(=O)c1ccc(CNC(=O)OCc2ccccc2)cc1	7.4	-0.5
CCOc1ccc(N2C(=O)CC(N(Cc3ccco3)C(=O)CCC(=O)O)C2=O)cc1 (stereo unspecified)	9.1	-4.9

Whole records, looked up by structure:
CCOc1ccc(C2CC(c3ccccc3C)n3nc(N)nc3N2)cc1 (stereo unspecified) reads H9c2 TAG inh: 5.8; H9c2 TAG inh DAPI viability: 0.3
Cc1cccc(N(CC(=O)N2CCc3ccccc3C2)S(C)(=O)=O)c1C reads H9c2 TAG inh: 3.3; H9c2 TAG inh DAPI viability: -18.6

New compounds follow.
SMILES	H9c2 TAG inh	H9c2 TAG inh DAPI viability
C[C@@H]1CN([C@H](C)CO)C(=O)CCCn2nncc2CO[C@@H]1CN(C)S(=O)(=O)c1ccc(Cl)cc1	1.8	6.2
O=C(Nc1ccccc1)OC1CC2CC1C1CCCC21 (stereo unspecified)	35.9	-23.1
CC(C)CC(=O)Nc1ccccc1N1CCN(c2ccccc2)CC1	-7.6	4.5
CN1CCC(NC(=O)Nc2cccc(C(F)(F)F)c2)CC1	21.6	8.4
CCS(=O)(=O)N1Cc2ccccc2CC1C(=O)OCC(=O)Nc1ccc(SC(F)F)cc1 (stereo unspecified)	10.4	-20.5
Cc1ccc(OCCNC(=O)c2ccco2)cc1C	-18.9	4.7
CC(C)(C(=O)N1CCC1(C)C(=O)Nc1ccccc1Br)c1ccccc1 (stereo unspecified)	-16.4	3.7
COc1cc(OC)c(OC)cc1/C=N/NC(=O)c1cnccn1	6.3	-14.9
CC(=O)c1cccc(-c2cnc3c(NC=O)cc(-c4ccc(F)cc4)cn23)c1	2.6	-2.2
Cc1ccc([N+](=O)[O-])cc1NC(=O)c1c(-c2ccccc2)noc1C	-4.2	0.7
COc1ccc(CCNC(=O)Cc2ccc(Cl)cc2)cc1OC	1.7	2.2
CCC(C)NS(=O)(=O)c1ccc(NS(=O)(=O)c2ccccc2[N+](=O)[O-])cc1 (stereo unspecified)	9.0	-6.2
Cc1ccc(N2C(=O)CC(NNc3nc4ccccc4s3)C2=O)cc1 (stereo unspecified)	2.3	1.3
Cc1ccccc1COC(=O)c1cc([N+](=O)[O-])ccc1N1CCOCC1	-13.5	5.2
O=C(NNS(=O)(=O)c1ccc(Br)cc1)c1cccs1	-10.4	-2.5
O=C(NCC(c1ccco1)N1CCCC1)c1ccc(Cl)cc1 (stereo unspecified)	-14.8	12.0
COc1ccc(-c2cc(N)n(S(=O)(=O)Cc3ccccc3)n2)c(OC)c1	-1.0	-2.5
O=C(CNC(=O)C1COc2ccccc2O1)N/N=C\c1ccc(Cl)cc1 (stereo unspecified)	-3.6	-3.4
O=C(Nc1ccc(Cl)c(S(=O)(=O)N2CCCCC2)c1)c1cccnc1	9.2	-6.1
Cc1onc(-c2ccccc2)c1C(=O)NC(C)C	-1.1	-5.2
CC(C)NC(=O)C1(C)CCN1Cc1ccc(C(F)(F)F)cc1 (stereo unspecified)	-0.7	10.2
O=C(c1ccccc1)c1nn(-c2ccccc2)c(=O)cc1C(F)(F)F	13.0	4.8
COn1cnnc1-c1ccccc1	12.1	-6.1
CCOc1ccc(NC(=S)NC(=O)c2cncc(Br)c2)cc1	-12.8	8.5

Structures shown so far containing fluorine:
SMILES	H9c2 TAG inh	H9c2 TAG inh DAPI viability
COC(=O)C[C@H]1c2cc(F)ccc2S(=O)(=O)N1C(C)C	11.5	9.2
O=C(c1ccc(-n2cncn2)c([N+](=O)[O-])c1)N1CCN(S(=O)(=O)c2cccc(F)c2)CC1	-13.5	-3.7
O=C(NCc1cccs1)C(=O)NCC(c1ccco1)N1CCN(c2ccccc2F)CC1 (stereo unspecified)	-1.2	-0.5
OC(c1cccc(Cl)c1)c1nc(-c2ccc(F)c(Cl)c2)cs1 (stereo unspecified)	-7.6	-11.1
C[C@@H]1CN([C@H](C)CO)C(=O)c2cc(NC(=O)Cc3cn(C)c4ccccc34)ccc2O[C@H]1CN(C)S(=O)(=O)c1ccc(F)cc1	4.0	-4.4
O=C(Nc1ccc(F)cc1)C1CC(=O)n2ncnc2N1 (stereo unspecified)	15.7	-17.4
COc1cc2cc(CCOC(=O)c3ccc(F)cc3)oc(=O)c2cc1OC	-29.3	1.6
O=C1C(=C2SCCCS2)CC/C1=C\c1ccc(F)cc1	0.1	-1.1
COc1ccc(C2CC(C(F)(F)F)n3nc(C(=O)Nc4ccc5c(c4)OCO5)cc3N2)cc1 (stereo unspecified)	13.6	-7.7
CN1CCC(NC(=O)Nc2cccc(C(F)(F)F)c2)CC1	21.6	8.4
CCS(=O)(=O)N1Cc2ccccc2CC1C(=O)OCC(=O)Nc1ccc(SC(F)F)cc1 (stereo unspecified)	10.4	-20.5
CC(=O)c1cccc(-c2cnc3c(NC=O)cc(-c4ccc(F)cc4)cn23)c1	2.6	-2.2
CC(C)NC(=O)C1(C)CCN1Cc1ccc(C(F)(F)F)cc1 (stereo unspecified)	-0.7	10.2
O=C(c1ccccc1)c1nn(-c2ccccc2)c(=O)cc1C(F)(F)F	13.0	4.8
